MEP2-GFP yeast – alters MEP2-GFP fluorescence in TOR pathway yeast screen; GFP response vs DMSO, % at 10 µM; 330,000 tested, 0.51% active; S. cerevisiae MEP2-GFP strain, flow cytometry GFP, 3 h; 100% = DMSO control level;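 active means GFP response versus DMSO above a set limit, roughly screen mean plus 3 SD, cut at about 180% in these data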;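 further: median GFP fluorescence of the barcode-gated MEP2-GFP cells per well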
AHR act – activates the human aryl hydrocarbon receptor; P35869; AHR-responsive luciferase reporter cells, luminescence; activation, % at 5 µM; 320,000 tested, 2.5% active; AID 2796; in the data active means activation above about 47%;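 further: 0% = vehicle wells and 100% = reference agonist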
proCasp3 act – activators of human procaspase-3; P42574; recombinant procaspase-3 D3A, Ac-DEVD-pNA absorbance 405 nm; activation, % at 8.5 µM; 330,000 tested, 0.11% active;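 active means activation above the mean of all tested compounds plus 3 SD, cut at about 21% in these data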;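 further: 0% = DMSO alone and 100% = DMSO wells spiked with extra 5 µM PC-3 D3A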
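Assay system: Autoprocessing-dead procaspase-3 D3A mutant enzyme; also added: Ac-DEVD-pNA; doses: one concentration, 8.5 µM nominal, 0.8% DMSO; times: 1 h compound preincubation, 2 h substrate hydrolysis at 25 °C; technique: 405 nm absorbance of p-nitroaniline, reads at 0 and 120 min; measure: % activation between DMSO and enzyme-spiked controls; repeats: single replicate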
EBNA-1 inh – blocks EBNA-1 binding to DNA; EBNA-1 DNA binding, fluorescence polarization; inhibition, % at 14.8 µM; 300,000 tested, 0.34% active; AID 1950; in the data active means inhibition above about 28%
proCasp7 act – activates human procaspase-7, counter-screen for procaspase-3 activators; activation, % at 8.5 µM; AID 463210; 330,000 tested, 0.093% active; P55210; recombinant procaspase-7, Ac-DEVD-pNA absorbance 405 nm; D23A/D198A/D206A triple mutant, cannot self-cleave; scale: DMSO 0, 5 µM enzyme 100;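 active means percent activation above the screen-wide mean plus 3 SD, cut at about 25% in these data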
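Assay system: Uncleavable procaspase-7 mutant enzyme; Input: 2 µM procaspase-7 mutant as dispensed; Also added: DEVD-pNA substrate; Medium: Zinc-free HEPES pH 7.4 with 300 mM NaCl, 0.01% Triton X-100; Timing: 1 h compound preincubation, 2 h substrate cleavage, 25 °C; Measured by: Epi-absorbance of released pNA at 405 nm, two timepoints.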
LAP4 TOR yeast – modulators of TOR pathway LAP4-GFP in S. cerevisiae; S. cerevisiae LAP4-GFP multiplex, flow cytometry GFP, 3 h; median GFP as percent of DMSO wells; GFP response vs DMSO, % at 10 µM; 320,000 tested, 0.34% active;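 active means GFP response vs DMSO above a set limit, about the screen mean plus 3 SD, cut at about 150% in these data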
ZTA counter – counter-screen for EBNA-1 inhibitors: inhibitors of Epstein-Barr virus ZTA | inhibition, % at 11 µM | ZTA-DNA binding, fluorescence polarization | AID 2234 | 320,000 tested, 0.15% active; in the data active means inhibition above about 33%
RPL19A-GFP yeast – yeast TOR pathway RPL19A-GFP modulation; S. cerevisiae RPL19A-GFP strain, flow cytometry, 3 h; stronger effect = lower value; percent response vs DMSO, % at 10 µM; 330,000 tested, 0.3% active; AID 2025;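 active means percent response vs DMSO below 50%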;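 further: median channel GFP fluorescence of the barcoded RPL19A-GFP strain; ratio of sample median GFP to plate DMSO average so 100% = DMSO; lower means less RPL19A-GFP as with rapamycin TOR inhibition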
* hit, by the source's call.

For N#C/C(=C(/O)c1ccc(Cl)cc1)c1nc2ccccc2[nH]1 the results were MEP2-GFP yeast 112, AHR act 8, proCasp3 act -5, EBNA-1 inh 7, proCasp7 act -5, LAP4 TOR yeast 97, ZTA counter 6 and RPL19A-GFP yeast 109.
`O=C(CSc1nnc(CNc2ccc(F)cc2)o1)N1CCCc2ccccc21` gave MEP2-GFP yeast 96, AHR act 2, proCasp3 act -9, EBNA-1 inh -8, proCasp7 act 7, LAP4 TOR yeast 94, ZTA counter 14 and RPL19A-GFP yeast 95.
`Cc1ccc2cccc(NC3OC(=O)c4ccccc43)c2n1` (stereo unspecified) gave MEP2-GFP yeast 98, AHR act 21, proCasp3 act -15, EBNA-1 inh -2, proCasp7 act -16, LAP4 TOR yeast 95, ZTA counter -15 and RPL19A-GFP yeast 101.
Cc1ccccc1OCC(=O)N/N=C/c1cc2ccccc2nc1Cl was read as MEP2-GFP yeast 94, AHR act 7, proCasp3 act -1, EBNA-1 inh 9, proCasp7 act 7, LAP4 TOR yeast 106, ZTA counter -6 and RPL19A-GFP yeast 98.
Screening Cn1c(=O)n(C)c2cc([N+](=O)[O-])c(N3CCN(C(=O)c4ccccc4)CC3)cc21 returned MEP2-GFP yeast 105, AHR act -4, proCasp3 act 6, EBNA-1 inh -11, proCasp7 act 4, LAP4 TOR yeast 97, ZTA counter -16 and RPL19A-GFP yeast 100.
Screening COc1ccc(S(=O)(=O)Nc2cc3[nH]c(=O)oc3cc2C)cc1 returned MEP2-GFP yeast 115, AHR act 3, proCasp3 act -3, EBNA-1 inh 8, proCasp7 act 4, LAP4 TOR yeast 102, ZTA counter -2 and RPL19A-GFP yeast 103.
`C[C@@]12C(=O)N(c3ccc(F)cc3)C(=O)N1[C@@H]1c3ccccc3OC[C@@H]1[C@H]2c1ccccc1` gave MEP2-GFP yeast 89, AHR act 3, proCasp3 act 0, EBNA-1 inh 0, proCasp7 act 4, LAP4 TOR yeast 107, ZTA counter -20 and RPL19A-GFP yeast 92.
For O=C(NCc1ccncc1)C1CCCN(S(=O)(=O)Cc2ccccc2)C1 (stereo unspecified) the results were MEP2-GFP yeast 103, AHR act 1, proCasp3 act -1, EBNA-1 inh 6, proCasp7 act 15, LAP4 TOR yeast 96, ZTA counter -1 and RPL19A-GFP yeast 94.
CCN(CC)CCCn1c(C)cc2c(c1=O)C(c1ccc(OC)c(OC)c1OC)C(C#N)=C(N)O2 (stereo unspecified) was read as MEP2-GFP yeast 101, AHR act 0, proCasp3 act 3, EBNA-1 inh 8, proCasp7 act 14, LAP4 TOR yeast 103, ZTA counter 19 and RPL19A-GFP yeast 98.
`O=C(NCCN1CCOCC1)C(=O)NCC1OCCCN1S(=O)(=O)c1ccc(F)cc1` (stereo unspecified) gave MEP2-GFP yeast 89, AHR act 3, proCasp3 act 9, EBNA-1 inh -1, proCasp7 act 0, LAP4 TOR yeast 93, ZTA counter -19 and RPL19A-GFP yeast 96.
`COC(=O)C1CCN(C(=O)COC(=O)Cc2c[nH]c3ccccc23)CC1` gave MEP2-GFP yeast 98, AHR act 17, proCasp3 act 0, EBNA-1 inh 8, proCasp7 act -14, LAP4 TOR yeast 102, ZTA counter -4 and RPL19A-GFP yeast 99.
`CCS(=O)(=O)N1CCN(S(=O)(=O)c2ccc(Cl)s2)CC1` gave MEP2-GFP yeast 105, AHR act -3, proCasp3 act 6, EBNA-1 inh 7, proCasp7 act 16, LAP4 TOR yeast 98, ZTA counter 0 and RPL19A-GFP yeast 100.
Screening CCCn1c(=O)c(C(=O)Nc2ncccc2C)c(O)c2ccccc21 returned MEP2-GFP yeast 106, AHR act 19, proCasp3 act 2, EBNA-1 inh 4, proCasp7 act 5, LAP4 TOR yeast 102, ZTA counter 4 and RPL19A-GFP yeast 97.
`CC(C)CNCC1OCc2ccccc2CO1` gave MEP2-GFP yeast 102, AHR act 0, proCasp3 act -1, EBNA-1 inh -4, proCasp7 act 17, LAP4 TOR yeast 98, ZTA counter 2 and RPL19A-GFP yeast 93.
CC(NC(=O)COc1cccnc1[N+](=O)[O-])c1ccc(F)cc1 (stereo unspecified) was read as MEP2-GFP yeast 100, AHR act 1, proCasp3 act 10, EBNA-1 inh -1, proCasp7 act -1, LAP4 TOR yeast 97, ZTA counter 17 and RPL19A-GFP yeast 106.
CCS(=O)(=O)NCC(c1cccnc1)N1CCN(c2ccccc2F)CC1 (stereo unspecified) was read as MEP2-GFP yeast 100, AHR act -2, proCasp3 act -6, EBNA-1 inh -5, proCasp7 act 5, LAP4 TOR yeast 108, ZTA counter 2 and RPL19A-GFP yeast 99.
Screening CC(CCc1ccccc1)NC(=O)C1CCN(S(=O)(=O)c2ccc(F)cc2)CC1 (stereo unspecified) returned MEP2-GFP yeast 103, AHR act 1, proCasp3 act 4, EBNA-1 inh 0, proCasp7 act 7, LAP4 TOR yeast 104, ZTA counter 1 and RPL19A-GFP yeast 94.
Screening Cc1c(C=O)c2ccccn2c1C(=O)c1ccc(F)cc1 returned MEP2-GFP yeast 109, AHR act 0, proCasp3 act 6, EBNA-1 inh -7, proCasp7 act 2, LAP4 TOR yeast 123, ZTA counter 8 and RPL19A-GFP yeast 87.
`COc1ccc(C2/C(=C(\O)c3ccc4c(c3)OCCO4)C(=O)C(=O)N2Cc2cccnc2)cc1` (stereo unspecified) gave MEP2-GFP yeast 96, AHR act 0, proCasp3 act -1, EBNA-1 inh -14, proCasp7 act -40, LAP4 TOR yeast 98, ZTA counter -3 and RPL19A-GFP yeast 100.
`O=C(Nc1ccc2c(c1)CCC2)c1cnc(Cl)c(Cl)c1` gave MEP2-GFP yeast 97, AHR act 24, proCasp3 act 0, EBNA-1 inh 8, proCasp7 act 5, LAP4 TOR yeast 102, ZTA counter -1 and RPL19A-GFP yeast 92.

7 compounds from above, ordered by SMILES length, smallest number first:
`CC(C)CNCC1OCc2ccccc2CO1` gave MEP2-GFP yeast 102, AHR act 0, proCasp3 act -1, EBNA-1 inh -4, proCasp7 act 17, LAP4 TOR yeast 98, ZTA counter 2 and RPL19A-GFP yeast 93.
Screening Cc1c(C=O)c2ccccn2c1C(=O)c1ccc(F)cc1 returned MEP2-GFP yeast 109, AHR act 0, proCasp3 act 6, EBNA-1 inh -7, proCasp7 act 2, LAP4 TOR yeast 123, ZTA counter 8 and RPL19A-GFP yeast 87.
`O=C(Nc1ccc2c(c1)CCC2)c1cnc(Cl)c(Cl)c1` gave MEP2-GFP yeast 97, AHR act 24, proCasp3 act 0, EBNA-1 inh 8, proCasp7 act 5, LAP4 TOR yeast 102, ZTA counter -1 and RPL19A-GFP yeast 92.
Screening CCCn1c(=O)c(C(=O)Nc2ncccc2C)c(O)c2ccccc21 returned MEP2-GFP yeast 106, AHR act 19, proCasp3 act 2, EBNA-1 inh 4, proCasp7 act 5, LAP4 TOR yeast 102, ZTA counter 4 and RPL19A-GFP yeast 97.
CC(NC(=O)COc1cccnc1[N+](=O)[O-])c1ccc(F)cc1 (stereo unspecified) was read as MEP2-GFP yeast 100, AHR act 1, proCasp3 act 10, EBNA-1 inh -1, proCasp7 act -1, LAP4 TOR yeast 97, ZTA counter 17 and RPL19A-GFP yeast 106.
`COC(=O)C1CCN(C(=O)COC(=O)Cc2c[nH]c3ccccc23)CC1` gave MEP2-GFP yeast 98, AHR act 17, proCasp3 act 0, EBNA-1 inh 8, proCasp7 act -14, LAP4 TOR yeast 102, ZTA counter -4 and RPL19A-GFP yeast 99.
Screening CC(CCc1ccccc1)NC(=O)C1CCN(S(=O)(=O)c2ccc(F)cc2)CC1 (stereo unspecified) returned MEP2-GFP yeast 103, AHR act 1, proCasp3 act 4, EBNA-1 inh 0, proCasp7 act 7, LAP4 TOR yeast 104, ZTA counter 1 and RPL19A-GFP yeast 94.

Remaining list, next part:
`COC(=O)c1ccc(Oc2coc3cc(OCc4ccc([N+](=O)[O-])cc4)ccc3c2=O)cc1` gave MEP2-GFP yeast 100, AHR act 1, proCasp3 act 0, EBNA-1 inh 3, proCasp7 act 0, LAP4 TOR yeast 96, ZTA counter 5 and RPL19A-GFP yeast 109.
For Cc1noc(C)c1NC(=O)N(C)C[C@H]1Oc2c(NC(=O)Nc3ccc4c(c3)OCO4)cccc2C(=O)N([C@H](C)CO)C[C@@H]1C the results were MEP2-GFP yeast 91, AHR act 0, proCasp3 act 3, proCasp7 act -10, LAP4 TOR yeast 97 and RPL19A-GFP yeast 93.
`O=C(Nc1cccc(F)c1)c1cccc(S(=O)(=O)N2CCOCC2)c1` gave MEP2-GFP yeast 99, AHR act 5, proCasp3 act 4, EBNA-1 inh 5, proCasp7 act 4, LAP4 TOR yeast 93, ZTA counter 0 and RPL19A-GFP yeast 100.
Screening COc1ccc(Nc2nc(C)cc(=O)[nH]2)c(OC)c1 returned MEP2-GFP yeast 106, AHR act 2, proCasp3 act -5, EBNA-1 inh -6, proCasp7 act 1, LAP4 TOR yeast 95, ZTA counter 6 and RPL19A-GFP yeast 101.
For CCN(CC)N=Nc1ccc(C(=O)O)cc1 the results were MEP2-GFP yeast 103, AHR act 3, proCasp3 act -4, EBNA-1 inh 3, proCasp7 act -11, LAP4 TOR yeast 92, ZTA counter -10 and RPL19A-GFP yeast 100.
`Cc1ccc(/C=N/NC(=O)Cn2nnc(N)n2)cc1` gave MEP2-GFP yeast 97, AHR act 1, proCasp3 act 5, EBNA-1 inh -10, proCasp7 act 2, LAP4 TOR yeast 106, ZTA counter -17 and RPL19A-GFP yeast 95.
O=C(Cc1ncn[nH]1)NCCc1ccccc1 was read as MEP2-GFP yeast 111, AHR act 1, proCasp3 act 0, EBNA-1 inh 1, proCasp7 act -3, LAP4 TOR yeast 102, ZTA counter 2 and RPL19A-GFP yeast 99.
`CS(=O)(=O)N1CCC(C(=O)NCC2CCCO2)CC1` (stereo unspecified) gave MEP2-GFP yeast 99, AHR act 0, proCasp3 act 6, EBNA-1 inh 6, proCasp7 act 9, LAP4 TOR yeast 103, ZTA counter 3 and RPL19A-GFP yeast 101.
Cc1c(/C=N\NC(=O)c2c[nH]c3ccccc23)cnn1C was read as MEP2-GFP yeast 108, AHR act 76*, proCasp3 act 7, EBNA-1 inh 11, proCasp7 act -2, LAP4 TOR yeast 110, ZTA counter -4 and RPL19A-GFP yeast 101.
`CCC(C)[C@H]1CNC(=S)N1CCc1cc(C(F)(F)F)cc(C(F)(F)F)c1` (stereo partly specified) gave MEP2-GFP yeast 94, AHR act 10, proCasp3 act -2, EBNA-1 inh 14, proCasp7 act -3, LAP4 TOR yeast 126, ZTA counter 3 and RPL19A-GFP yeast 95.
Screening Cc1ccc(-c2cc3c(nn2)-c2ccccc2C3=O)cc1 returned MEP2-GFP yeast 108, AHR act 5, proCasp3 act -7, EBNA-1 inh 4, proCasp7 act 0, LAP4 TOR yeast 103, ZTA counter 1 and RPL19A-GFP yeast 104.
Screening COC(=O)[C@@H](c1ccccc1)N(C)S(=O)(=O)c1cccc(S(=O)(=O)N(C)[C@@H](C(=O)OC)c2ccccc2)c1 returned MEP2-GFP yeast 89, AHR act 2, proCasp3 act 13, EBNA-1 inh 10, proCasp7 act 3, LAP4 TOR yeast 103, ZTA counter 15 and RPL19A-GFP yeast 104.

Compound activity as filed in PubChem BioAssay.
